aDG glyco up: alpha-DG glycosylation activation | Pro5-aDG cells, alpha-DG glycosylation AlphaScreen (IIH6); 0% Pro5, 100% B10-LARGE cell signal | activation, % at 10 µM | actives 0.22% (n = 360,000) | AID 624168;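 active = activation of at least 8% versus controls, or a plate z-score of at least 8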;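 note: Pro5 are CHO cells carrying HIG-tagged alpha-DG that lacks glycosylation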
Vif imaging: HIV Vif inhibition. HEK293T cells, Vif self-association by quenched fluorescence, imaging, 24 h. inhibition, % at 7.49 µM. actives 0.35% (n = 340,000). AID 602346; in the data active = inhibition above about 50%, passing the limit was not always enough; inconclusive = no clear call, values can overlap the other calls; inactive = below about 31%; note: some results filed as inactive read as strong as hits
H9c2 protect: myocardial damage modulation in H9c2 cells. H9c2 cardiomyocytes, H2O2 injury protection, ATPLite, 2 h. protection from H2O2 cell death, % at 20 µM. actives 0.63% (n = 360,000). AID 588492;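 active = compounds giving at least 50% protection of heart cells from peroxide-induced death in the single-dose screen, raw or plate-pattern-corrected value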;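 note: 0% = DMSO wells with peroxide and 100% = DMSO wells without peroxide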
PDI inh: inhibitors of human protein disulfide isomerase; AID 588391; P07237; inhibition, % at 10 µM; actives 0.052% (n = 350,000); PDI insulin aggregation turbidity, A650, 90 min;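 active = mean inhibition across replicates of 30% or more, whatever share of single replicates reach that level; inconclusive = mean inhibition below 30% while every single replicate reaches 30%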;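 note: absorbance from insulin aggregation driven by PDI reduction with DTT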
Target sequence (P07237 whole entry, looked up): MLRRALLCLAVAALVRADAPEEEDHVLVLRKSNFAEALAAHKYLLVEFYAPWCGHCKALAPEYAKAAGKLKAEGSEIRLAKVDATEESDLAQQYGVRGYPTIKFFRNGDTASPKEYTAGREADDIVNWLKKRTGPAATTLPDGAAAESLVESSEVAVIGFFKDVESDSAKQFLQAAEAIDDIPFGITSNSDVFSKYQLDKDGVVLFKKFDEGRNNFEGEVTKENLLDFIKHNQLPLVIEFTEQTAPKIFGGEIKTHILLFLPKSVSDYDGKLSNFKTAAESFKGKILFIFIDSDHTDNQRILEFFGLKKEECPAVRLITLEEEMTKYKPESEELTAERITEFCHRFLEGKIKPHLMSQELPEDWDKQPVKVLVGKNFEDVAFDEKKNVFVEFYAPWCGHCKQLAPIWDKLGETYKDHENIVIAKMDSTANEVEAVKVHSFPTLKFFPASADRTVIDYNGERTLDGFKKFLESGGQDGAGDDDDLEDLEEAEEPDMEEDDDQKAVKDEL
ABCB6 inh MLPCN: human ABCB6 transporter inhibition. actives 0.19% (n = 360,000). K562-ABCB6 porphyrin accumulation, flow cytometry, 1 h; hits give low values. AID 602162. Q9NP58. fluorescence ratio to DMSO, % at 10 µM;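 active = fluorescence ratio to DMSO below 75%, the collection mean minus 3 SD; inconclusive = too few cells collected in the well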;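 note: signal is porphyrin accumulated inside mitochondria; 100% equals median channel fluorescence of DMSO control wells; lower ratio means ABCB6 inhibition with less porphyrin fluorescence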
CaV13 FRET inh: Disruptors of the CACNA1D IQ motif to Ca2+-dependent inactivation inhibitor domain association, primary screening, Förster resonance energy transfer in intact living …; HEK cells, CFP/YFP FRET ICDI-IQ, plate reader, 10 min; percent FRET-ratio fall versus neutral wells; inhibition, % at 12.3 µM; actives 0.098% (n = 340,000);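 active = mean replicate inhibition of at least 30% and at least 1% of replicates passing that level; inconclusive = only one of the two criteria is met; inactive = neither criterion is met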;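 note: 0% = median of the neutral control wells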
Granule exo inh: blocks lytic granule exocytosis | TALL-104 LAMP-1 surface exposure, flow cytometry; cells stimulated with thapsigargin and PMA | inhibition, % at 10 µM | actives 0.66% (n = 360,000);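 active = inhibition above about 55%, limit read from the data; inconclusive = no clear call, values can overlap the other calls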
N-glyco inh: N-linked glycosylation inhibition. reporter increase, % at 12.5 µM. D54 ERlucT glycosylation luciferase reporter, 24 h; percent of 100 nM tunicamycin response. actives 0.23% (n = 360,000). AID 588692;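 active = mean luciferase reporter signal, scaled so untreated is 0 and the glycosylation-blocking control 100, at or above a set limit in every replicate; inconclusive = mean reaches the limit but not every replicate does; inactive = mean below the limit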;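 note: luciferase carries N-glycosylation sites so blocking glycosylation raises the light; 0% = median of neutral control wells and 100% = median of 100 nM tunicamycin wells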
hiPSC survival: hiPSC single-cell survival enhancement; survival enhancement, % at 20 µM; actives 0.044% (n = 360,000); ATPlite luminescence; 100% = ROCK inhibitor wells, 0% = DMSO; in the data active = survival enhancement above about 18%;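 note: cells exposed to compounds for 16 hours before the ATP read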
m5-HT2A agonist: activates the mouse 5-HT2A serotonin receptor. actives 0.66% (n = 360,000). activation, % at 7.6 µM. P35363. CHO-K1 mHTR2A beta-arrestin complementation, luminescence; percent of 30 µM serotonin response;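 active = activation above a run cutoff, the mean activation of all tested compounds plus 3 SD, cut at about 14% in these data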;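 note: 0% = plate median of compound wells and 100% = 30 µM serotonin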
Target sequence (P35363 whole entry, looked up): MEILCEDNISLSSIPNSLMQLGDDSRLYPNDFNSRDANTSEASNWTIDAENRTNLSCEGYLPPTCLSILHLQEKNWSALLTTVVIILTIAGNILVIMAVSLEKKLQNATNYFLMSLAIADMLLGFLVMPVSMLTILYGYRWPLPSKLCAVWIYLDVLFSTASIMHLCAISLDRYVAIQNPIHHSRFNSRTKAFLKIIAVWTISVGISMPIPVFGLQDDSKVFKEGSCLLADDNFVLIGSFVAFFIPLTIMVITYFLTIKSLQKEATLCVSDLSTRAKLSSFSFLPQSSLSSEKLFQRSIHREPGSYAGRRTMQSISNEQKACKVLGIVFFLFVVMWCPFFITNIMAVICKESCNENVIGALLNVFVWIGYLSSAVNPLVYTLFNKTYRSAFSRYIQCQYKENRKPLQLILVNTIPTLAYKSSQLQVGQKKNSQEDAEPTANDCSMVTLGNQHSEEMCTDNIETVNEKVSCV
The depositor's hits bear a star; ? = inconclusive; · = not tested or not shown.

1) Cc1noc(NS(=O)(=O)c2ccc(NC(=O)/C=C/c3ccc(C(C)C)cc3)cc2)c1C
2) O=C(CNC(=S)NC(=O)c1cccc([N+](=O)[O-])c1)c1ccccc1
3) COC(=O)C(C)N(C(=O)c1cccc2ccccc12)c1c(C)cccc1C (stereo unspecified)
4) Cc1ccc(OCCn2ccnc2)c([N+](=O)[O-])c1
5) O=C(N1CCc2[nH]c3ccccc3c2C1)C(F)(F)F
6) O=c1[nH]c(CSc2ncnc3sccc23)nc2cc(C(F)(F)F)ccc12
7) Cc1[nH]c(-c2ccco2)nc1C(=O)O
8) Cc1ccc(N2CC(C(=O)Nc3nccs3)CC2=O)cc1Cl (stereo unspecified)
9) CSc1ccc(CNC(=O)C2(C)CCCN2CC(C)C)cc1 (stereo unspecified)
10) CCCC1=C(C(=O)OCC)C(c2ccc(OC)c(C)c2OC)C(C#N)=C(N)O1 (stereo unspecified)

compound no.,1,2,3,4,5,6,7,8,9,10
aDG glyco up,0.0,-0.2,-0.1,-0.1,0.0,-0.1,-0.2,-0.5,0.0,0.0
Vif imaging,-8,3,-3,-2,6,-11,-7,15,8,6
H9c2 protect,-2,4,-9,6,5,1,-1,-3,1,2
PDI inh,3,-10,1,1,10,0,3,-1,6,-4
ABCB6 inh MLPCN,103,139,93,99,99,99,104,94,93,101
CaV13 FRET inh,·,2,-5,-3,-4,1,-8,-8,-7,-7
Granule exo inh,15,-13,-1,-19,-12,-2,0,0,-1,8
N-glyco inh,6,3,-3,0,2,-2,1,-1,-2,4
hiPSC survival,-0.3,1.3,0.0,-0.6,-0.8,-0.1,3.9,-3.0,-1.4,-1.6
m5-HT2A agonist,5,-3,4,-3,-1,-3,-3,4,-2,4

11) COc1ccc(/C=C2\SC(=O)N(CCCC(=O)Nc3ccc(C(=O)O)cc3)C2=O)cc1OC
12) Cc1ccc(S(=O)(=O)/C(C#N)=C/c2ccccc2OCc2ccccc2)cc1
13) COc1cccc(NC(=O)C2CC(=O)N=C(N)S2)c1 (stereo unspecified)
14) Cc1ccccc1N(C(=O)CNC(=O)c1ccco1)C(C(=O)NC1CCCCC1)c1ccncc1 (stereo unspecified)
15) O=C(Cc1ccsc1)NCC(c1ccco1)N1CCCCC1 (stereo unspecified)
16) CCOC(=O)C1=C[C@@H](C(C)(C)C)N(S(=O)(=O)c2ccc(C)cc2)[C@H]1c1ccc(F)cc1
17) COc1ccccc1C(=O)COC(=O)COc1cccc2c1OC(C)(C)C2
18) Cc1ccccc1-c1cnc(C(O)c2ccc(Cl)cc2C)[nH]1 (stereo unspecified)
19) COc1ccc(-n2nc(C(=O)NCC(=O)Nc3ccccn3)c3ccccc3c2=O)cc1
20) COc1ccc(CS(=O)(=O)CC(C)(O)c2ccccc2)cc1 (stereo unspecified)

compound no.,11,12,13,14,15,16,17,18,19,20
aDG glyco up,0.1,-0.3,-0.2,0.3,0.2,0.1,-0.2,0.1,0.0,0.0
Vif imaging,-4,-3,6,-6,24,?,6,-4,0,·
H9c2 protect,2,-4,1,4,6,-8,-2,-6,-1,0
PDI inh,3,-6,-2,-10,-9,·,-2,17,-7,2
ABCB6 inh MLPCN,95,103,106,99,96,97,99,96,95,100
CaV13 FRET inh,-3,-29,·,-7,-5,-6,-2,-5,-3,-20
Granule exo inh,-2,-4,-7,-8,2,2,-2,-1,0,8
N-glyco inh,-1,4,0,-1,1,-8,2,0,-4,0
hiPSC survival,0.8,-1.3,3.2,0.1,0.3,0.6,-0.6,-1.9,2.1,0.4
m5-HT2A agonist,1,0,-2,-8,5,-4,-1,-2,9,5

21) COc1ccc(NC(=O)C(OC)c2ccccc2)cc1Cl (stereo unspecified)
22) CCCCOC(=O)CSCC(=O)Nc1cc(C)on1
23) Cc1nn(C)c(C)c1S(=O)(=O)N1CCCC(C(=O)NC2CCCCCC2)C1 (stereo unspecified)
24) CCCn1c(C(C)NS(=O)(=O)c2ccccc2)n[nH]c1=S (stereo unspecified)
25) CSCCC(NC(=O)c1ccco1)C(=O)Nc1ccncc1 (stereo unspecified)
26) Cc1cc(C)nc(NC(=O)c2ccc(Cl)cc2)n1
27) Cc1ccc(OCC(O)Cn2c(N3CCCCC3)nc3c2c(=O)[nH]c(=O)n3C)cc1C (stereo unspecified)
28) CCn1nnnc1NCc1ccc(SC)cc1
29) C[C@H]1CN([C@@H](C)CO)C(=O)CCCn2nncc2CO[C@H]1CN(C)S(=O)(=O)c1ccccc1F
30) COc1cccc(CN2CCNC(=O)C2CC(=O)NCc2cn3ccccc3n2)c1OC (stereo unspecified)

compound no.,21,22,23,24,25,26,27,28,29,30
aDG glyco up,-0.1,1.5,0.1,0.0,1.7,0.0,-0.1,-0.1,0.0,0.0
Vif imaging,-9,23,-17,-3,-6,-1,-2,0,0,-2
H9c2 protect,-3,3,-1,-1,15,1,14,11,2,-1
PDI inh,6,4,·,-4,18,-1,15,-7,-9,0
ABCB6 inh MLPCN,96,98,98,101,98,101,100,95,100,73*
CaV13 FRET inh,-4,-4,-2,-2,·,-6,-21,-1,-2,-3
Granule exo inh,-6,2,-2,0,-2,-1,-8,4,-2,0
N-glyco inh,3,-1,4,0,0,0,1,3,2,2
hiPSC survival,-1.7,-2.8,-1.2,-0.5,-0.4,-0.4,-0.6,-0.5,0.7,-0.1
m5-HT2A agonist,-1,3,-4,14,0,3,-2,-5,-1,4

31) O=c1[nH]c2cc(Cl)cc([N+](=O)[O-])c2c2ccc(Cl)cc12
32) Clc1cccc(-c2nn3c(Cn4cnc5ccccc54)nnc3s2)c1
33) CCOC(=O)N1CCC(Nc2c(-c3ccccc3)c(=O)c2=O)CC1
34) COc1cccc(NC(=O)CCC(=O)Nc2cccc(OC)c2)c1
35) CCCN(c1ccc(C(=O)OC)cc1)S(=O)(=O)c1ccccc1
36) COC(=O)c1ccc(C)c(NS(=O)(=O)c2ccc(C)c([N+](=O)[O-])c2)c1
37) COc1ccc(-c2cn3c(C)c(C(=O)N4CCN(c5ccccc5)CC4)sc3n2)cc1
38) CC(=O)Nc1cc2ccc(OC(C)=O)cc2oc1=O
39) O=C(CNC(=O)c1ccccc1Br)NNC(=O)c1cccs1
40) O=S(=O)(NC1CCCC1)c1ccc(-n2cnnn2)cc1

compound no.,31,32,33,34,35,36,37,38,39,40
aDG glyco up,0.1,0.4,-0.1,-0.2,-0.1,-0.2,0.7,0.1,0.1,-0.3
Vif imaging,-5,0,-4,-8,-6,13,-7,-5,-4,0
H9c2 protect,18,2,2,6,0,10,-6,0,7,2
PDI inh,2,-4,-1,-12,-5,-3,·,·,-10,2
ABCB6 inh MLPCN,99,99,95,100,103,93,94,108,101,159
CaV13 FRET inh,-5,-7,-4,-18,-4,·,-4,-2,-6,-19
Granule exo inh,-3,0,-3,-6,0,0,7,0,-2,-11
N-glyco inh,2,-2,-2,2,1,1,-4,1,1,-3
hiPSC survival,-1.8,-0.5,0.4,-1.8,1.3,-0.1,0.6,-0.5,-0.3,-0.2
m5-HT2A agonist,6,-1,1,-2,0,1,-10,7,4,0

Given with bars between the fields: entries from further up
# | Compound | aDG glyco up | Vif imaging | H9c2 protect | PDI inh | ABCB6 inh MLPCN | CaV13 FRET inh | Granule exo inh | N-glyco inh | hiPSC survival | m5-HT2A agonist
31 | O=c1[nH]c2cc(Cl)cc([N+](=O)[O-])c2c2ccc(Cl)cc12 | 0.1 | -5 | 18 | 2 | 99 | -5 | -3 | 2 | -1.8 | 6
32 | Clc1cccc(-c2nn3c(Cn4cnc5ccccc54)nnc3s2)c1 | 0.4 | 0 | 2 | -4 | 99 | -7 | 0 | -2 | -0.5 | -1
33 | CCOC(=O)N1CCC(Nc2c(-c3ccccc3)c(=O)c2=O)CC1 | -0.1 | -4 | 2 | -1 | 95 | -4 | -3 | -2 | 0.4 | 1
34 | COc1cccc(NC(=O)CCC(=O)Nc2cccc(OC)c2)c1 | -0.2 | -8 | 6 | -12 | 100 | -18 | -6 | 2 | -1.8 | -2
35 | CCCN(c1ccc(C(=O)OC)cc1)S(=O)(=O)c1ccccc1 | -0.1 | -6 | 0 | -5 | 103 | -4 | 0 | 1 | 1.3 | 0

(cont.)
41) Cn1c(COc2ccc3ccccc3c2)nnc1SCC(N)=O
42) CC(C)[C@@H]1Cc2[nH]c(=S)[nH]c(=O)c2[C@H](C)O1
43) O=C(Nc1nnc(/C=C/c2ccccc2)s1)c1ccco1
44) C(=N\c1nccs1)/Nc1nccs1
45) O=C1CCC/C1=c1\s/c(=C/c2cccnc2)c(=O)n1-c1ccccc1
46) O=[N+]([O-])c1cccc2[nH]ncc12
47) CC(=O)Nc1ccc(S(=O)(=O)N2CCC(c3nnc(-c4ccc(C)cc4)o3)CC2)cc1
48) Cc1cccc(NC(=S)NNC(=S)NC2CCCCC2)c1C
49) CC(=O)Nc1ccc(Sc2ccccc2C(=O)O)c(C(=O)O)c1
50) CCOC(=O)N1CCN(C(=O)c2noc3c2COc2ccccc2-3)CC1

compound no.,41,42,43,44,45,46,47,48,49,50
aDG glyco up,3.3,-0.2,0.0,0.8,-0.4,0.3,0.2,0.4,0.0,-0.6
Vif imaging,3,·,-3,-4,8,8,·,7,2,1
H9c2 protect,-2,·,-3,7,10,4,-6,-3,-2,-4
PDI inh,-12,·,4,0,-9,-8,·,2,-1,0
ABCB6 inh MLPCN,103,98,97,99,101,94,97,93,102,90
CaV13 FRET inh,-5,-5,-3,-5,-7,-9,·,-7,-9,-2
Granule exo inh,-3,-5,-6,-1,-15,-2,-1,-1,0,2
N-glyco inh,2,·,0,-4,-3,0,-3,0,2,-1
hiPSC survival,0.2,-0.2,-0.4,-1.9,1.4,4.8,-2.0,0.0,-0.2,2.9
m5-HT2A agonist,-4,4,-1,3,6,2,-5,13,2,8

51) COC(=O)c1sc2cc(C(F)(F)F)cnc2c1-c1ccccc1
52) CCOc1cc(C(=O)N/N=C/c2cn(-c3ccccc3)nc2-c2cc3ccccc3o2)cc(OCC)c1OCC
53) O=C(NNc1nc2ccccc2s1)c1ccccc1F
54) CC(C)c1ccc(NC(=O)[C@H]2CSCN2C(=O)[C@@H]2CCC(=O)N2)cc1
55) COc1ccc(-c2nnc3cccc(Cl)n23)c(OC)c1
56) Cn1c(=O)c2c(nc(N/N=C/c3cccs3)n2C)n(C)c1=O
57) Cc1cc(C)c2c(n1)nn1c(-n3ccnc3)cc(C)nc21
58) CC1(C(=O)Nc2ccc3c(c2)OCO3)CCN1C(=O)C1(c2ccc(Cl)cc2)CC1 (stereo unspecified)

compound no.,51,52,53,54,55,56,57,58
aDG glyco up,-0.1,-0.2,-0.2,-0.4,0.0,0.0,-0.2,0.2
Vif imaging,12,1,-1,4,-5,3,5,-1
H9c2 protect,-4,0,31,7,-3,15,11,-6
PDI inh,·,-6,-7,16,-14,-1,-7,5
ABCB6 inh MLPCN,96,94,96,96,104,98,97,97
CaV13 FRET inh,-7,-7,-8,-2,-4,-19,-5,-6
Granule exo inh,-3,-2,-2,-5,-14,1,-4,-3
N-glyco inh,2,-5,3,0,-3,2,1,-1
hiPSC survival,-0.2,-0.4,2.8,0.9,0.0,-0.6,4.6,1.5
m5-HT2A agonist,1,0,-2,0,-1,1,6,-5
